HCV core dimer = inhibitors of HCV core protein dimerization, primary screen, biochemical, TR-FRET, high-throughput; TR-FRET GST/Flag-core106 dimerization, 1536-well; inhibition, % at 5 µM; 300,000 compounds, 0.33% hits; AID 1899, 2009;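 active means inhibition above the mean of all tested compounds plus 3 SD, set per screening campaign, cut at about 45% in these data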
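System – GST-tagged and Flag-tagged HCV core protein residues 1-106 · Repeats – one well for each compound · Technique – TR-FRET 671 and 617 nm emission · Doses – one concentration, 5 µM, in 0.5% DMSO · Times – 4 h, 22.5 °C incubation · Also added – Eu donor and XL665 acceptor anti-tag antibodies · Measure – percent inhibition of core106 dimerization signal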
TPT1 inh = Candida albicans TPT1 enzyme inhibitors, primary screen, biochemical, fluorescence polarization | AID 1962, 2009 | 300,000 compounds, 0.81% hits | inhibition, % at 5 µM | recombinant caTPT1, FP RNA substrate dephosphorylation | tRNA 2'-phosphotransferase TPT1 (Candida albicans SC5314);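 active means inhibition above the mean of all tested compounds plus 3 SD, set per screening campaign, cut at about 24% in these data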;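 further: plate controls were DMSO alone for no effect and ferristatin control at 100 nM for full effect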
PP5 inh = PP5 phosphatase inhibitors, primary screen, biochemical, fluorescence | 320,000 compounds, 0.18% hits | AID 1987, 2009 | inhibition, % at 6.7 µM | purified PP5c, OMFP substrate fluorescence;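 active means inhibition above the campaign's mean inhibition across all tested compounds plus 3 SD, cut at about 9.5% in these data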;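 further: 0% = DMSO only and 100% = 100 µM cantharidin control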
JMJD2C inh = inhibitors of GASC-1 histone demethylase, primary screen, biochemical, fluorescence, DELFIA europium; Lysine-specific demethylase 4C (Homo sapiens), Q9H3R0; GST-JMJD2C(1-420) H3K9me3 demethylation; inhibition, % at 2.35 µM; 330,000 compounds, 0.069% hits; AID 2099, 2009;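 active means more than half of a compound's replicate wells show inhibition beyond 50%, single wells judged on their own value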;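 further: signal counts dimethyl H3K9 product captured on neutravidin plate; 0% = median of DMSO wells and 100% = 0.3 times that DMSO median; strong numbers were not always called active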
PP1 counter = PP1-alpha phosphatase inhibitors, primary screen, counter-screen for PP5 inhibitor project, biochemical, fluorescence, OMFP substrate, single point. Serine/threonine-protein phosphatase PP1-alpha catalytic subunit (Homo sapiens), P62136. purified PP1alpha. inhibition, % at 6.7 µM. 320,000 compounds, 0.9% hits;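 active means inhibition above the mean inhibition of all tested compounds plus 3 SD, computed separately for each screening campaign, cut at about 15% in these data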
Target sequence (P62136 whole entry, looked up): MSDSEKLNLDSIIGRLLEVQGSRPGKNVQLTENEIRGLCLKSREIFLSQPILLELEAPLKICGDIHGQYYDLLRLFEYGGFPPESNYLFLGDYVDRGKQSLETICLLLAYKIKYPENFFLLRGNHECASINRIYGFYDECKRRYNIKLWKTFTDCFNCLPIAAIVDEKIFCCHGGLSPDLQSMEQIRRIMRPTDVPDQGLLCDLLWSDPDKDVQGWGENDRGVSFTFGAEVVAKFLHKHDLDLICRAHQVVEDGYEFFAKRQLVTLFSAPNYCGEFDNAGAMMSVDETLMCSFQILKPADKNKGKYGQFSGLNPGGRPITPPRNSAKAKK
PREPL inhibitor = PREPL enzyme inhibitors, primary screen, biochemical, fluorescence polarization; recombinant PREPL, fluorescence polarization activity-based probe; 320,000 compounds, 0.68% hits; AID 2751, 2010; Prolyl endopeptidase-like (Homo sapiens), Q4J6C6; inhibition, % at 5.96 µM; in the data active means inhibition above about 43%;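 further: 0% = enzyme with DMSO and 100% = wells lacking enzyme; many of its hits are not listed in these tables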
Target sequence (Q4J6C6 whole entry, looked up): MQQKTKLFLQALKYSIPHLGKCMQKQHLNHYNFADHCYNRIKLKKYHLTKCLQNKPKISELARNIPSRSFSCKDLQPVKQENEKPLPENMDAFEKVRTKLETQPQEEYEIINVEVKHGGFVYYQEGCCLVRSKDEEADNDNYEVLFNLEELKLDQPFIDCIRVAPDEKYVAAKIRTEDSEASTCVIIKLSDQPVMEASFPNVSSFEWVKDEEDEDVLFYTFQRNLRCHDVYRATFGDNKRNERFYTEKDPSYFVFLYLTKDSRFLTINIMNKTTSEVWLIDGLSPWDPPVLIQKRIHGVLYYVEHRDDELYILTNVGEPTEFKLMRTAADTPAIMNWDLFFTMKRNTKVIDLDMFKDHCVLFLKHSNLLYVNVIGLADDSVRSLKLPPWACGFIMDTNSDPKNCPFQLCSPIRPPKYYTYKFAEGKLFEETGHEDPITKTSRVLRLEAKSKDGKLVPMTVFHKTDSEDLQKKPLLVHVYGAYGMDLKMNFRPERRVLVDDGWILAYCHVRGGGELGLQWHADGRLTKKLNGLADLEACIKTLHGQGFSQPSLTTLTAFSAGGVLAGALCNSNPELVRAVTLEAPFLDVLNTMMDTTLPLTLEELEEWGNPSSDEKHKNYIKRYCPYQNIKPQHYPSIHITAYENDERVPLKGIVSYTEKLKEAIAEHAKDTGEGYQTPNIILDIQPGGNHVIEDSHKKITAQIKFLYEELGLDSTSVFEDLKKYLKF
Efflux pump inh = inhibitors of Candida efflux pumps in yeast, primary screen, S. cerevisiae, Nile Red, multiplex. S. cerevisiae Candida pump triplex. 330,000 compounds, 0.44% hits. AID 485275, 2010. inhibition, % at 10 µM;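 active means plate passing quality check with inhibition over a set limit, or well fluorescence over plate mean plus 4 SD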;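 further: Nile Red retained in pooled yeast measured as flow cytometry median fluorescence; 0% = buffer negative control and 100% = Enniatin B positive control; higher means more Nile Red kept so more efflux inhibition; some compounds called inactive have numbers as strong as hits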
LYPLA2 inh = LYPLA2 inhibitors, primary screen, counter-screen for PME1 inhibitor project, biochemical, fluorescence polarization, FP-Rh probe ABPP; 320,000 compounds, 0.38% hits; recombinant LYPLA2; AID 2177, 2009; inhibition, % at 5.9 µM;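 active means inhibition above the screen-wide mean plus 3 SD, limit set per campaign, cut at about 26% in these data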;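 further: 0% = LYPLA2 with DMSO and 100% = wells lacking LYPLA2 enzyme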
Fh CTSL1 inh = Fasciola hepatica cathepsin L1 inhibitors, primary screen, counter-screen for PFM18AAP inhibitor project, biochemical, QFRET, fluorogenic peptide substrate. 300,000 compounds, 0.49% hits. recombinant F. hepatica cathepsin L1, Z-Leu-Arg-MCA fluorescence. inhibition, % at 5.96 µM;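 active means inhibition above the mean of all tested compounds plus 3 SD, set per screening campaign, cut at about 17% in these data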;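 further: 0% = plate median of test compound wells and 100% = 1 µM Z-Phe-Ala-diazomethylketone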
Numbers without * were called inactive; . = no result given.

canonical_smiles | HCV core dimer | TPT1 inh | PP5 inh | JMJD2C inh | PP1 counter | PREPL inhibitor | Efflux pump inh | LYPLA2 inh | Fh CTSL1 inh
COC(=O)C1=C[C@@H](C(=O)OC)[C@@H]2C3=C(C(=O)C2(C)C)[C@H](c2ccccc2)[C@@H]2C(=O)N(C)C(=O)[C@@H]2[C@@H]3C1 | -13 | -6 | 3.0 | -7 | 2 | 8 | -0.2 | -2 | -5
CC(=O)c1cccc(NC(=S)NC(=O)c2cccc(Cl)c2)c1 | 0 | 2 | 0.5 | 26 | 2 | -1 | -0.2 | 19 | -6
CCN(CC)C(=O)Cn1cnc([N+](=O)[O-])n1 | -1 | -4 | -0.3 | 2 | -4 | 1 | -0.1 | 6 | 0
CNC(=O)C1=C(C)NC(=S)NC1c1cccs1 (stereo not given) | 1 | -2 | 1.6 | -2 | -2 | 5 | 0.0 | 2 | 3
OCCN1CCN(C(=S)c2ccc(Cl)cc2)CC1 | 1 | 3 | 0.6 | 8 | -1 | 4 | 0.2 | -6 | 1
Cn1c(=NC(=O)COc2ccccc2)sc2cccc(F)c21 | 7 | 4 | -1.2 | 0 | 0 | 3 | 0.0 | -3 | -2
Cc1nn(C)c(C)c1S(=O)(=O)N1CCC(C(=O)NCC2COc3ccccc3O2)CC1 (stereo not given) | -3 | -2 | 2.4 | -1 | -3 | 15 | -0.2 | 5 | -3
Cc1cccc(/C=N/NC(=O)Cn2nnnc2N)n1 | 1 | -1 | -1.8 | 5 | -5 | -4 | 0.2 | -4 | -1
CN1C(=O)CC(=O)N(C)c2cc(S(=O)(=O)N(C)Cc3ccccc3)ccc21 | -5 | -1 | -0.2 | -36 | -1 | -3 | -0.1 | 2 | 0
COC(=O)c1ccc(-c2n[nH]c(=O)c3ccccc23)cc1 | 2 | -4 | -2.4 | -7 | 0 | -4 | -0.1 | 3 | -1
CCn1c(-c2cc(-c3cc(C)ccc3C)nc3ccccc23)n[nH]c1=S | 3 | -2 | 0.8 | -7 | -3 | 2 | 0.0 | 0 | 1
O=C(CCCOc1ccccc1)NCCc1nc2ccccc2[nH]1 | -2 | 1 | 2.3 | 17 | 5 | -2 | -0.1 | 5 | -2

Three structures already listed, arranged by heavy-atom count, rising:
canonical_smiles | HCV core dimer | TPT1 inh | PP5 inh | JMJD2C inh | PP1 counter | PREPL inhibitor | Efflux pump inh | LYPLA2 inh | Fh CTSL1 inh
CNC(=O)C1=C(C)NC(=S)NC1c1cccs1 (stereo not given) | 1 | -2 | 1.6 | -2 | -2 | 5 | 0.0 | 2 | 3
OCCN1CCN(C(=S)c2ccc(Cl)cc2)CC1 | 1 | 3 | 0.6 | 8 | -1 | 4 | 0.2 | -6 | 1
CN1C(=O)CC(=O)N(C)c2cc(S(=O)(=O)N(C)Cc3ccccc3)ccc21 | -5 | -1 | -0.2 | -36 | -1 | -3 | -0.1 | 2 | 0

The list goes on:
canonical_smiles | HCV core dimer | TPT1 inh | PP5 inh | JMJD2C inh | PP1 counter | PREPL inhibitor | Efflux pump inh | LYPLA2 inh | Fh CTSL1 inh
COC(=O)CCCC1=CC2=CC(=O)C(C)(OC(=O)c3cccs3)C(=O)C2=CN1CCCCO (stereo not given) | -5 | -4 | 2.3 | 1 | -1 | 10 | 0.1 | 1 | 3
Cc1ccccc1Nc1nc(N)nc(COC(=O)C2CCCCC2)n1 | -12 | -3 | 1.3 | 0 | 2 | 9 | -0.4 | 3 | -2
CCOc1cccc(-c2cc(-c3n[nH]c(=S)n3CC)c3ccccc3n2)c1 | 16 | -1 | 3.5 | 6 | 0 | 12 | 0.3 | -1 | 3
CCCCN(Cc1ccccc1)C(=O)C1CCCN(S(=O)(=O)c2cnc[nH]2)C1 (stereo not given) | 2 | -1 | -2.0 | 10 | -1 | 8 | 0.0 | 0 | -1
CCN(CC(=O)Nc1c(F)cccc1F)C(=O)CN1C(=O)C2CCCCC2C1=O (stereo not given) | . | . | 1.9 | -4 | -2 | -5 | 0.0 | 0 | .
O=C(Cc1ccccc1)NCC(=O)N1CCCC1 | -9 | -1 | 0.0 | -28 | 1 | 11 | 0.0 | -3 | 0
CC(=O)c1ccc(S(=O)(=O)N2CCCCC2C(=O)O)cc1 (stereo not given) | -3 | -2 | 2.8 | 16 | -4 | 9 | -0.1 | 7 | 3
Cc1ccc(C2(C(=O)N3CCC(n4nc(-c5ccccc5)oc4=O)CC3)CC2)cc1 | 0 | -2 | 4.2 | -32 | 2 | -75 | 0.9 | 6 | 1
Cc1cc(C(F)(F)F)nc(SCC(=O)c2cccc([N+](=O)[O-])c2)n1 | -1 | 0 | 2.1 | 2 | -1 | 13 | 0.3 | 6 | -4
COc1ccc(OC)c(-c2csc(NC(=O)CSCC(=O)Nc3cc(C)on3)n2)c1 | . | . | 0.6 | -4 | -1 | -2 | -0.1 | -9 | .
CC(=O)Nc1ccc(NC(=O)CC(NC(=O)c2ccccc2)c2ccccc2)cc1 (stereo not given) | -1 | 0 | 1.3 | 4 | 1 | 2 | 0.4 | -2 | -1
CC(C)c1ccc(CN(C(=O)c2cc3ccccc3oc2=O)C2CCS(=O)(=O)C2)cc1 (stereo not given) | 4 | 1 | 0.7 | -2 | -2 | -7 | 0.0 | -2 | 1
CCc1nc(SCC(=O)Nc2cc(C)on2)c2c(=O)n(C)c(=O)n(C)c2n1 | -7 | 1 | 3.6 | -9 | -3 | 8 | 0.0 | 6 | -1
Cc1ccc(NC(=O)CCNCc2ccco2)cc1S(=O)(=O)N(C)C | 2 | 0 | 0.0 | 13 | 0 | 6 | 0.1 | -3 | 1
O=C(NCC1CCCO1)c1cc(-c2ccccc2)on1 (stereo not given) | -4 | -1 | -0.9 | 7 | -2 | -1 | 0.2 | 9 | 2
CCOc1ccc2ccccc2c1C(=O)Nc1cc(=O)n(C)c(=O)n1C | 1 | -3 | -0.7 | 0 | 3 | 20 | 0.0 | -3 | 3
CC1CCN(C(=O)Cn2nc(C(F)(F)F)c3c2CCCC3)CC1 | 2 | -6 | -2.0 | -2 | 34* | 11 | -0.1 | 1 | 9
COc1ccc(/C=C/C(=O)c2ccc(O)cc2)cc1COc1ccc(F)cc1 | -2 | 0 | 3.8 | 1 | -2 | -6 | 0.0 | -46 | 3
C=CCOc1ccc(C(=O)Nc2ccc(OCC)cc2)cc1 | 4 | -1 | 2.5 | -7 | 0 | -4 | 0.0 | 0 | 3
COc1ccc(S(=O)(=O)N2CCC(C(=O)N[C@@H](C)C(=O)NC3CCCC3)CC2)cc1 | -3 | 0 | 1.8 | -28 | -2 | 4 | -0.1 | 5 | -2
Cc1c(C(=O)N2CCN(CCc3ccccn3)CC2)oc2ccc(F)cc12 | 4 | 1 | 2.0 | -10 | -3 | -1 | 0.2 | 3 | 1
COC(=O)COc1ccc(S(=O)(=O)N2CCCCCC2)cc1C | -4 | 0 | 0.2 | 9 | -3 | 2 | 0.2 | 7 | -2
O=C(O)C1CCCCC1C(=O)Nc1ccc(F)cc1F (stereo not given) | -1 | 0 | 0.0 | 1 | -4 | -1 | -0.2 | 7 | -3
CCc1nnc(NC(=O)c2ccc(S(=O)(=O)N3CCCc4ccccc43)cc2)o1 | 11 | -1 | 0.8 | 11 | 35* | 12 | 0.0 | -7 | 4

Whole records, looked up by structure.
COc1ccc(S(=O)(=O)N2CCC(C(=O)N[C@@H](C)C(=O)NC3CCCC3)CC2)cc1 in the list: HCV core dimer = -3; TPT1 inh = 0; PP5 inh = 1.8; JMJD2C inh = -28; PP1 counter = -2; PREPL inhibitor = 4; Efflux pump inh = -0.1; LYPLA2 inh = 5; Fh CTSL1 inh = -2
CCc1nc(SCC(=O)Nc2cc(C)on2)c2c(=O)n(C)c(=O)n(C)c2n1 in the list: HCV core dimer = -7; TPT1 inh = 1; PP5 inh = 3.6; JMJD2C inh = -9; PP1 counter = -3; PREPL inhibitor = 8; Efflux pump inh = 0.0; LYPLA2 inh = 6; Fh CTSL1 inh = -1
COC(=O)COc1ccc(S(=O)(=O)N2CCCCCC2)cc1C in the list: HCV core dimer = -4; TPT1 inh = 0; PP5 inh = 0.2; JMJD2C inh = 9; PP1 counter = -3; PREPL inhibitor = 2; Efflux pump inh = 0.2; LYPLA2 inh = 7; Fh CTSL1 inh = -2

(cont.)
canonical_smiles | HCV core dimer | TPT1 inh | PP5 inh | JMJD2C inh | PP1 counter | PREPL inhibitor | Efflux pump inh | LYPLA2 inh | Fh CTSL1 inh
COc1ccc(NC(=O)c2cc(C(C)C)on2)c(OC)c1 | -11 | -2 | -0.6 | 2 | -3 | 5 | 0.3 | -6 | 4
CCOC(=O)c1[nH]ncc1CN1CCC(Cc2cccc(OC)c2)(C(=O)OCC)CC1 | 4 | 1 | 0.1 | -2 | 0 | -9 | 0.0 | 0 | 3
CC1CCCC(C)N1C(=O)CCN1C(=O)C2C3C=CC(C3)C2C1=O (stereo not given) | -1 | -2 | -0.4 | 3 | 0 | -2 | -0.1 | 7 | 2
CCn1c(C)cc(/C=C2\NC(=O)N(Cc3ccc(Cl)cc3)C2=O)c1C | 1 | 2 | 1.9 | 6 | 14 | 15 | -0.1 | -6 | -4
Cc1ccc(C(CNS(=O)(=O)c2ccccc2)N2CCN(C)CC2)cc1 (stereo not given) | -7 | -3 | 0.6 | -4 | -3 | -7 | -0.1 | 5 | 0
c1cc(SSc2ccncc2)ccn1 | -14 | -7 | -7.5 | -8 | -4 | 21 | -0.1 | -1 | 8
COCCCNC(=O)Cn1cnc2sc(C)c(S(=O)(=O)N3CCN(c4ccccc4OC)CC3)c2c1=O | 1 | 1 | 3.8 | 2 | 5 | 1 | -0.1 | 2 | -2
CCC(C(=O)NCc1ccc(F)cc1)N(Cc1cccs1)C(=O)c1snc(C(N)=O)c1N (stereo not given) | 1 | -1 | -0.7 | 2 | -3 | -1 | 0.0 | -5 | 3
CN=C(Nc1cccnc1)c1ccccc1 | -6 | 0 | 0.1 | -8 | -3 | -6 | 0.2 | -7 | -2
CCN(CC)CCCCCCCCOC(=O)c1cc(OC)c(OC)c(OC)c1 | 1 | -2 | 4.5 | 24 | 4 | -11 | 0.0 | 6 | -1
CCN(C(=O)C1CCN(c2nc(-c3ccc(OC)cc3)no2)CC1)c1ccc(OC)cc1 | 10 | -4 | 1.7 | -7 | 0 | -9 | 0.0 | 0 | -1
CCS(=O)(=O)N1CCC(C(=O)NCc2cc(OC)ccc2OC)CC1 | -12 | -1 | -0.4 | -4 | 0 | 19 | -0.2 | 5 | -3
Cc1c(OCC(=O)N2C[C@H]3C[C@@H](C2)c2cccc(=O)n2C3)ccc2c3c(c(=O)oc12)CCCC3 | 1 | 0 | 1.9 | . | -6 | 5 | 0.2 | 8 | -1
CCc1nnc(NC(=O)CSc2nc3[nH]c(=O)cc(O)c3s2)s1 | . | . | -0.4 | -33 | 3 | 13 | 0.1 | 3 | .
Cc1ccc(NC(=S)Nc2ccc(Cl)c(Cl)c2)c(OC(F)F)c1 | 0 | -1 | 3.4 | 12 | -2 | 0 | -0.1 | -16 | -6

This is a subset; the hit share may differ from the screen's.
